Source: PubChem
FBW7 activator: human FBW7 E3 ligase activation, primary screen; AlphaScreen FBW7–phospho-cyclin E peptide binding, activator screen; normalized activity (activation), % at 26.1 µM; Q969H0; 650,000 tested, 0.13% active; in the data active = normalized activity above about 1.9%;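 also: purified mutant Fbw7 with reduced substrate affinity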
GPR151 ag: activators of human GPR151; PathHunter beta-arrestin GPR151 cells, luminescence; Q8TDV0; 650,000 tested, 1% active; activation, % at 11.2 µM; in the data active = activation above about 4.9%;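 also: 0% = median of compound wells and 100% = cells with positive control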
Target sequence (Q8TDV0 whole entry, looked up): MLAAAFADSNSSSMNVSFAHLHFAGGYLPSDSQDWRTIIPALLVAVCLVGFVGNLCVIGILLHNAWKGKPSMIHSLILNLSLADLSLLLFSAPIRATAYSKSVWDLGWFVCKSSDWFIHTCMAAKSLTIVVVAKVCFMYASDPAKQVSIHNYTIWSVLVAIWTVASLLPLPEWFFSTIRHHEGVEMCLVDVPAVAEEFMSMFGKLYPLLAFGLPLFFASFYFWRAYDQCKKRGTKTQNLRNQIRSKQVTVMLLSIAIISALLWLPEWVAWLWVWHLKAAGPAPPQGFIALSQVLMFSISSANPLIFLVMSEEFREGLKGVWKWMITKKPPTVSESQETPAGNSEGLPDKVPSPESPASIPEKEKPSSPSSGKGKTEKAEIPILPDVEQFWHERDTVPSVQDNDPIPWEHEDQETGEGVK
MITF primary: blocks human microphthalmia-associated transcription factor | O75030 | AlphaScreen MITF homodimerization, bead proximity signal | inhibition, % at 2.6 µM | 650,000 tested, 0.91% active | AID 1259374; in the data active = inhibition above about 50%;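 also: 0% = vehicle wells with protein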
Target sequence (O75030 whole entry, looked up): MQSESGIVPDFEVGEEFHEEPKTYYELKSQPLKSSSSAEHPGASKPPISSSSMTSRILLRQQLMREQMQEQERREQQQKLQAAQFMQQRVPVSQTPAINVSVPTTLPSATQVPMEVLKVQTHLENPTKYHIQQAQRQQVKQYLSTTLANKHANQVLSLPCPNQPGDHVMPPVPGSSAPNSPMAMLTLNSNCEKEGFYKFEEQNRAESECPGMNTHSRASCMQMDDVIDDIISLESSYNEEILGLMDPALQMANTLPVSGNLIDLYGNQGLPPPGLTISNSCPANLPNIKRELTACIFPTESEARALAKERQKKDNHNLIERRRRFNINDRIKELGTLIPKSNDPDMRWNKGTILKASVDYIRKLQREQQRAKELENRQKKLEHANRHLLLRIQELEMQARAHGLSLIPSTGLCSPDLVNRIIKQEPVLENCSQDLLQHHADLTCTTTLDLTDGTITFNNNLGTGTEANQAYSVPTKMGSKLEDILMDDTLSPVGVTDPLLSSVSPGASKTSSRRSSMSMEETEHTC
TEAD-YAP block: TEAD-YAP interaction inhibition. HEK-TIYL cells, TEAD-Gal4/YAP UAS-luciferase luminescence. inhibition, % at 9.12 µM. 640,000 tested, 1.4% active. AID 1259422; in the data active = inhibition above about 32%;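 also: 0% = median of test compound wells and 100% = reference inhibitor wells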
* hit, by the source's call; & = joins results of further samples. Rows are unselected; overall some 3.4% were active at least once.

SMILES	FBW7 activator	GPR151 ag	MITF primary	TEAD-YAP block
CC(=O)NC(Cc1ccccc1)C(=O)NC1CCN(C(=O)c2ccc([N+](=O)[O-])cc2)CC1 (configuration not stated)	0.2	-0.2	15	0
COCCOC(=O)c1c(C)oc2ccc(OCC(N)=O)cc12	0.0	-1.5	-3	-1
COc1ccc(OC)c(NC(=O)CSc2nc3ccc(NC(=O)c4cccc5ccccc45)cc3s2)c1	0.1	-1.9	18	-7
C/C(N)=C(/C#N)C(=O)COC(=O)Cc1ccccc1F	-0.2	1.6	9	8
CC1=C(C(N)=O)C(c2cccc([N+](=O)[O-])c2)NC(=O)N1 (configuration not stated)	0.2	-0.4	14	5
O=C(CCS(=O)(=O)Cc1ccccc1Cl)NCc1ccccc1	-0.1	0.2	-9	-4
CCOC(=O)N1CCN(c2csc3ccc(Br)cc3c2=O)CC1	-0.2	0.8	-2	-1
Cc1ccc(S(=O)(=O)Nc2ccc(Cl)cc2C(=O)N2CCN(S(=O)(=O)c3ccc(Cl)cc3)CC2)cc1	0.2	-1.1	13	5
N#C/C(=C/c1ccc(N2CCOCC2)o1)c1ccc(Br)cc1	0.0	0.0	13	-11
COc1cc(C(c2c[nH]c3ccccc23)c2c[nH]c3ccccc23)ccc1O	0.2	-0.3	3	-18

Three compounds from above, ordered by heavy-atom count, lowest first.
SMILES	FBW7 activator	GPR151 ag	MITF primary	TEAD-YAP block
C/C(N)=C(/C#N)C(=O)COC(=O)Cc1ccccc1F	-0.2	1.6	9	8
CC(=O)NC(Cc1ccccc1)C(=O)NC1CCN(C(=O)c2ccc([N+](=O)[O-])cc2)CC1 (configuration not stated)	0.2	-0.2	15	0
Cc1ccc(S(=O)(=O)Nc2ccc(Cl)cc2C(=O)N2CCN(S(=O)(=O)c3ccc(Cl)cc3)CC2)cc1	0.2	-1.1	13	5

More entries
SMILES	FBW7 activator	GPR151 ag	MITF primary	TEAD-YAP block
CNc1oc(COc2ccc(C)cc2)nc1C#N	-0.1	3.3	2	-26
O=C(O)c1c2c(nc3ccccc13)CCN(CC(O)c1ccccc1)C2 (configuration not stated)	0.0	-0.1	11	-7
CC(C)(C)C(=O)COC(=O)/C=C/c1cccc([N+](=O)[O-])c1	-0.1	3.8	11	-3
Cc1cc(C(=O)OCC(=O)c2cccc([N+](=O)[O-])c2)c2ccccc2n1	0.1	2.2	-32	-4
C=CCN(CC=C)C(=O)Nc1ccccc1	0.2	-0.7	1	-7
CCOc1ccc(-c2noc(-c3ccncc3)n2)cc1OC	0.4	1.0	7	1
O=C1C2C3c4ccccc4C(c4ccccc43)C2C(=O)N1c1ccc([N+](=O)[O-])cc1Br (configuration not stated)	-0.8	1.4	16	-2
CN1CCCCC1CNC1CCN(c2cccc(NC(=O)C3CC3)c2)CC1 (configuration not stated)	0.0	0.5	-5	8
COc1ccc(S(=O)(=O)n2nc(OC(=O)c3ccc([N+](=O)[O-])cc3)cc2N)cc1	0.1	-0.3	13	4
CCCC(=O)Nc1ccc(Cl)c(C(F)(F)F)c1	0.5	2.2	10	14
CC(C)COC(=O)Nc1nc(CC(=O)N2CCN(c3ccc(F)cc3)CC2)cs1	0.1	2.0	-25	-12
NC(=O)c1ccc(-c2cccc(C(=O)NC3CC3)n2)cc1	0.1	0.3	-1	-1
Cc1noc(C)c1CSc1ncnc2scc(-c3ccc(F)cc3)c12	-0.1	0.0	15	-17
Cc1cc(-n2c(C)nc3ccccc3c2=O)ccc1NS(=O)(=O)c1ccc2c(c1)OCCO2	0.1	-0.1	11	-4
O=C(NCC(c1cccs1)N1CCc2ccccc21)c1ccc2c(c1)OCO2 (configuration not stated)	0.5	1.1	18	-27
Cn1c(=O)c2[nH]c(N)nc2n(C)c1=O	-0.2	0.9	4	3
COc1cccc(CN2CCC(CNc3ccc(-c4cn[nH]c4)cc3)C2)c1 (configuration not stated)	-0.8	1.3	26	-2
O=S(=O)(c1ccc(Cl)cc1)N1CCSC1c1ccccc1 (configuration not stated)	0.2	-1.2	-4	7
CCc1cccc2sc(N(CC3CCCO3)C(=O)C3CCCC3)nc12 (configuration not stated)	-0.1	1.9	-8	-9
CC1CC(C)CN(S(=O)(=O)c2ccc(C(=O)Nc3cccc(Cl)c3)cc2)C1 (configuration not stated)	0.0	-0.4	9	5
COC(=O)c1ccccc1NC(=O)Cn1nc(-c2ccc(OC)cc2)ccc1=O	-0.1	0.2	-4	-4
CCCCc1ccc(NC(=O)C2CCN(S(C)(=O)=O)CC2)cc1	0.0	2.0	3	9
O=C(N[C@H]1C[C@H]2C(=O)N[C@@H](Cc3ccccc3)C(=O)N2C1)c1cc(Cl)cc(Cl)c1	-0.1	-0.7	-9	6
CCC(C)NC(=O)c1c[nH]c2ccc(S(=O)(=O)N(C)c3cccc(C)c3)cc2c1=O (configuration not stated)	0.5	-0.4	14	3
CCOc1ccc(/C(O)=C2/C(=O)C(=O)N(Cc3cccnc3)C2c2ccc(OC)cc2)cc1C (configuration not stated)	-0.1	-0.3	-6	-1
COc1ccc(N=C2SCC(=O)N2Cc2ccccc2)cc1	0.1	-0.2	9	-11
CCCCC(CC)CN1CC(O)=C(c2nc3ccccc3[nH]2)C1=N (configuration not stated)	0.0	-1.9	1	-2
Cc1ccc(S(=O)(=O)N(CCC#N)CCc2ccccc2)cc1	-0.2	-0.7	-4	1
O=C(Cc1ccccc1)NNS(=O)(=O)c1ccc([N+](=O)[O-])cc1	1.5	-0.1	16	10
CCOc1cc(C2C(C(C)=O)=C(O)C(=O)N2CC(=O)OC)ccc1O (configuration not stated)	-0.3	-0.4	12	-5
CCOC(=O)C1=C(C)NC2=C(C(=O)C(C(=O)OC)C(C)C2)C1c1ccccc1OC (configuration not stated)	-0.1&0.0	0.7&-0.1	-3&10	2&3
O=C1C=CC(=O)C(c2ccc(Cl)cc2Cl)=C1	-0.1	0.5	-2	-5
COc1ccc(NC(=S)N2CCC(C(N)=O)(N3CCCCC3)CC2)c(OC)c1	0.1&-0.3	0.5&1.1	10&2	9&-8
CCN(CC)c1ccc(NC(=O)CCc2nnc3ccc(N4CCCC4)nn23)c(C)c1	-0.3	3.0	6	21
Cc1cc(NS(=O)(=O)c2c(C)n[nH]c2C)ccc1Br	0.8	0.4	13	-3
Cc1ccc2nc(SCC(=O)Nc3cc(C(N)=O)cc(C(N)=O)c3)[nH]c2c1	0.0	0.1	3	-7
COCCNC(=O)NC(=O)COC(=O)c1cc2ccccc2cc1O	0.1	-0.5	11	7
COc1ccc(OC)c(NS(=O)(=O)c2ccc(Cl)s2)c1	0.0	1.2	1	16
NC(=O)NC(=O)CC1S/C(=N/N=C2\CSC(=O)N2)NC1=O (configuration not stated)	-0.3	-0.6	96*	10
CCc1cc2cc3c(cc2n2c(=O)n(Cc4cccnc4)nc12)OCO3	0.0	1.0	-1	-2
CCCNS(=O)(=O)c1nc2nc(C)cc(C)n2n1	-0.1	0.0	3	-4
CC(=O)Nc1ccc(N2C(=O)CC(Nc3ccc(N4CCOCC4)cc3)C2=O)cc1 (configuration not stated)	-0.2	1.1	-13	-2
Cc1oc(C(=O)O)cc1CSc1ccccc1C(=O)O	0.0	0.4	-1	12
CCOC(=O)NC(=O)CN(CC)c1ccc([N+](=O)[O-])cc1C#N	-0.2	0.3	-4	1
Nc1ccc2c(c1)C(=O)Nc1ccccc1O2	-0.1	-0.4	1	5
CCC(Sc1nc2cc3c(cc2c(=O)n1CCCCCC(=O)NCc1ccc2c(c1)OCO2)OCO3)C(=O)Nc1ccc2c(c1)OCO2 (configuration not stated)	0.0	-1.1	-21	-11
COC(=O)c1c(C)oc2ccc(OC(=O)c3ccccc3C)cc12	0.1	1.7	5	1
CC1(C)CC(=O)C2=C(C1)OC(N)=C(C#N)C2(C)C	0.0	-0.1	-3	6
CN1CCN(CCn2c(=S)[nH]c3ccccc3c2=O)CC1	0.1	-1.3	6	7
CC(CC(=O)Nc1ccc(Cl)cc1F)S(=O)(=O)c1ccc2c(c1)SCC(=O)N2 (configuration not stated)	0.1	0.2	-1	-2

Full records, quoted from the list.
Results for `CN1CCN(CCn2c(=S)[nH]c3ccccc3c2=O)CC1` : FBW7 activator: 0.1; GPR151 ag: -1.3; MITF primary: 6; TEAD-YAP block: 7
Results for `CCC(Sc1nc2cc3c(cc2c(=O)n1CCCCCC(=O)NCc1ccc2c(c1)OCO2)OCO3)C(=O)Nc1ccc2c(c1)OCO2` (configuration not stated) : FBW7 activator: 0.0; GPR151 ag: -1.1; MITF primary: -21; TEAD-YAP block: -11
Results for `CC1(C)CC(=O)C2=C(C1)OC(N)=C(C#N)C2(C)C` : FBW7 activator: 0.0; GPR151 ag: -0.1; MITF primary: -3; TEAD-YAP block: 6

Limited to GPR151 ag and TEAD-YAP block, for two of the compounds above:
Structure	GPR151 ag	TEAD-YAP block
CCN(CC)c1ccc(NC(=O)CCc2nnc3ccc(N4CCCC4)nn23)c(C)c1	3.0	21
O=C(N[C@H]1C[C@H]2C(=O)N[C@@H](Cc3ccccc3)C(=O)N2C1)c1cc(Cl)cc(Cl)c1	-0.7	6

(list continues)
SMILES	FBW7 activator	GPR151 ag	MITF primary	TEAD-YAP block
COc1ccc(-c2cc(C(F)F)n3ncc(C(=O)Nc4ccc(N(C)C)cc4)c3n2)cc1	-0.1	-0.2	-8	-16
CN(C)CCCOc1ccc(-c2cnc3c(n2)[nH]c(=O)n3C2CCCCC2)cn1	0.5	-0.8	29	-2
CCOc1ccc(OCC)c(C2C3CCCC=C3C(C#N)=C(N)C2(C#N)C#N)c1 (configuration not stated)	0.4	1.5	-6	7
O=C(Nc1nc(-c2cccs2)cs1)c1ccc(S(=O)(=O)N2CCCCC2)cc1	0.0	-0.6	-5	0
CCOC(=O)c1sc(NC(=O)CSC2=NCCS2)nc1C	-0.1	-1.0	-17	-26
COc1ccc(C(=O)C2CCCN(S(=O)(=O)c3cc(F)ccc3C)C2)cc1OC (configuration not stated)	-0.1	4.0	-3	-15
CCCCC/C=C/C(=O)Nc1ccccc1	0.2	-0.6	-4	-49
NC(=O)CN1C(=O)C(O)(CC(=O)c2ccc([N+](=O)[O-])cc2)c2ccccc21 (configuration not stated)	-0.2	-0.2	8	-3
COc1ccc(C2=N/C(=C\C=C\c3ccccc3OC)C(=O)O2)cc1	0.1	-1.5	-5	-2
C/C(=N/NC(=O)COc1cc(C)ccc1C(C)C)C(=O)O	-0.1	-0.4	-1	11
C=CCNC(=O)C(=O)NN=C1CCN(C)CC1	0.1	-0.3	2	-3
O=C(NCc1cccnc1)c1csc(NCc2ccc3c(c2)OCO3)n1	-0.1	2.6	0	7
O=[N+]([O-])c1ccc2nc(NC3CCCCCCC3)sc2c1	-0.1	1.1	-3	-21
CC(C)CCN1C(=O)C2(NN(CCO)C(=Nc3ccccc3)S2)c2ccccc21 (configuration not stated)	0.6	-0.6	23	9
Cc1cc(=O)oc2c(CNC(C)C(=O)O)c(O)ccc12 (configuration not stated)	-0.1	0.1	-10	-10
COc1ccc(-c2nnc(N(C)C(=O)CC(C)(C)C)s2)cc1	-0.1	-0.1	-10	-31
Cc1cc(C(=O)NN)c(Cl)cc1Cl	0.0	1.3	-3	-2
CS(=O)(=O)c1ccccc1C(=O)Nc1cccc([N+](=O)[O-])c1	0.0	0.1	10	-5
Cc1sc(-c2c(C#N)c(N)nc3c2CCCCCC3)cc1[N+](=O)[O-]	0.0	-0.5	13	2
CCN(CC)C(=O)c1ccccc1Sc1ccc([N+](=O)[O-])cc1	-0.2	-0.7	-2	11
O=C1c2c(O)ccc(O)c2C(=O)c2c(O)ccc(O)c21	0.1	2.9	43	14
Cn1c(=O)c2c(nc(SCC(=O)O)n2Cc2cccc(Cl)c2)n(C)c1=O	0.1	-1.1	9	8
CCN(c1ccccc1)S(=O)(=O)c1ccc(F)c(C(=O)Nc2ccccc2Br)c1	0.1	-0.4	10	-2
COc1ccc2c(c1)c1c(n2CC(=O)Nc2ccccc2)C(=O)NCC1	-0.1	0.5	6	9
O=C(Nc1ccc(F)cc1)c1ccc([N+](=O)[O-])o1	0.8	-1.1	9	-11
C=CCNC(=O)/C(=C\c1ccc(OC)cc1)NC(=O)c1ccc([N+](=O)[O-])cc1	0.2	1.6	-3	11
OCC(c1ccccc1)C1CCCCC1 (configuration not stated)	-0.1	3.8	3	-1
Cc1ccccc1-n1c(SCC(=O)Nc2ccccc2Cl)nc2n[nH]c(C)c2c1=N	0.3	-0.1	6	0
Cc1nnc2c(Nc3ccc(C(=O)O)cc3)nc3ccccc3n12	0.2	0.4	6	11
N#C/C(=C/c1ccccc1)c1cccc(C#N)c1	-0.2	2.9	-3	1
CC(C)(C)C(=O)Nc1nc(C23CC4CC(CC(C4)C2)C3)cs1	-0.4	0.1	-3	0
O=C(c1ccc(N2CCC3(CC2)OCCO3)c([N+](=O)[O-])c1)N1CCN(c2ccccn2)CC1	0.3	0.2	24	5
